# GPT2 inh: Primary qHTS assay for inhibitors of Glutamate pyruvate transaminase 2 (GPT2) | hit rate 0.25% among 100,000 | Recombinant GPT2, coupled pyruvate oxidase/HRP Amplex Red fluorescence | Alanine aminotransferase 2 (Homo sapiens), Q8TD30 | AID 1671188, 2021 | Potency, µM (top dose mostly 57.7 µM), for inactives: at the highest dose activity change, negative = inhibition, most hits filed as inhibitors; further: potency means the concentration at half of the fitted maximal effect; nearly all actives have a fitted effect of over 60% in size; many of its hits are not listed in these tables
#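 GPT2 10ng/uL, a-KG 250uM, L-Ala 2mM, HEPES pH7.5 + 0.0001% Tween; 30 min RT. Then Amplex mix (PO/HRP/ThPP), 30 min RT dark, fluorescence. AOA 50uM used as positive control.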
# 3T3 cytotox: Cytotoxic Profiling in NIH 3T3 Cell Line of Diverse Libraries Using Quantitative High-Throughput Screening. NIH 3T3 viability, CellTiter-Glo ATP luminescence, 48-72 h. hit rate 4.3% among 94,000. Potency, µM (doses to about 96.7 µM), for inactives: top-dose activity change, negative = cytotoxicity, hits mostly inhibitors; further: potency means the concentration at half of the fitted maximal effect; nearly all actives have a fitted effect of over 55% in size
#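 Cytotoxicity is measured as loss of cellular ATP: NIH 3T3 cells (400/well) are exposed to compound for 48 or 72 hr at 37 °C, then CellTiter-Glo luminescence is imaged after 10 min at room temperature.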
# SNCA expr inh: Primary qHTS assay for inhibitors of alpha-synuclein gene (SNCA) expression; HEK-293 SNCA-luciferase knock-in, luminescence, 24 h; Potency, µM (doses to about 57.2 µM), for inactives: at the highest dose activity change, negative = inhibition, usual class: inhibitors; hit rate 0.17% among 140,000; AID 1671194, 2021;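 further: potency means the concentration at half of the fitted maximal effect; plate controls were DMSO cells for no effect and cell-free wells for full effect; nearly all actives have a fitted effect of over 45% in size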
# FLuc inh: Firefly luciferase inhibition profiling of diverse chemical library using quantitative high-throughput screening. hit rate 2.5% among 76,000. Potency, µM (top dose mostly 115 µM), without a hit: at the top dose activity change, negative = inhibition, hits mostly inhibitors. purified P. pyralis luciferase, luminescence, biochemical; further: potency means the concentration at half of the fitted maximal effect; nearly all actives have a fitted effect of over 65% in size
# Target sequence (P08659 whole entry, looked up): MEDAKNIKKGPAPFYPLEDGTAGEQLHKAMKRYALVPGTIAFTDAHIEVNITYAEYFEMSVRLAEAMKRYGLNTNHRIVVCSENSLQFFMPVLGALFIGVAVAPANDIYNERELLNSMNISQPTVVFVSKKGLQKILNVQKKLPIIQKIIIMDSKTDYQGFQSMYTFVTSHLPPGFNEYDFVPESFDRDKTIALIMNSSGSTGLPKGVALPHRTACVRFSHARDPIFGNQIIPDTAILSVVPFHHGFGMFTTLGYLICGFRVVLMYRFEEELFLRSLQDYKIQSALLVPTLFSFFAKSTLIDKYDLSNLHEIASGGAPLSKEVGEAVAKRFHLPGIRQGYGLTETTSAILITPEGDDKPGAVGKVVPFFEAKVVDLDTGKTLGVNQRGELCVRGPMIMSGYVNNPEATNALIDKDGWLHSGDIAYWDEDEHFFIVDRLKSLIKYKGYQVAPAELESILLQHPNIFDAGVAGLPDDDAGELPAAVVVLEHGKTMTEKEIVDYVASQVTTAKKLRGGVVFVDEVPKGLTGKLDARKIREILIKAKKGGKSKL
#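 Luminescence read by CCD imager after adding enzyme (10nM final) to wells holding compound, titrated in qHTS. Substrates 10uM each D-luciferin and ATP; buffer 50mM Tris acetate pH 7.5, 10mM Mg acetate, Tween-20, BSA.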
# HEK cytotox: Cytotoxic Profiling in HEK 293 Cell Line of Diverse Libraries Using Quantitative High-Throughput Screening; Potency, µM (series often up to 115 µM), for the others: at the highest dose activity change, negative = cytotoxicity, most hits filed as inhibitors; AID 1345083, 2018; hit rate 6.6% among 94,000; HEK 293 viability, ATP luminescence (CellTiter-Glo), 48-72 h; further: potency means the concentration at half of the fitted maximal effect; nearly all actives have a fitted effect of over 60% in size
#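 HEK 293 seeded at 250 cells/well receive compound via pintool. After 48 or 72 hr at 37 degree Celsius, 5% CO2 and 95% humidity, CellTiter-Glo is dispensed and luminescence read following 10 min at room temperature.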
# IP6K1 inhibitor: Primary qHTS assay for small molecule inhibitors of Inositol hexaphosphate kinase 1 (IP6K1); hit rate 0.81% among 140,000; activity change, % (series mostly up to about 58 µM); Inositol hexakisphosphate kinase 1 (Homo sapiens), Q92551; IP6K1 kinase, ADP-Glo luminescence, 2 h; hits give low values; AID 1645851, 2021; in the data active means activity change below about -25%
# Target sequence (Q92551 whole entry, looked up): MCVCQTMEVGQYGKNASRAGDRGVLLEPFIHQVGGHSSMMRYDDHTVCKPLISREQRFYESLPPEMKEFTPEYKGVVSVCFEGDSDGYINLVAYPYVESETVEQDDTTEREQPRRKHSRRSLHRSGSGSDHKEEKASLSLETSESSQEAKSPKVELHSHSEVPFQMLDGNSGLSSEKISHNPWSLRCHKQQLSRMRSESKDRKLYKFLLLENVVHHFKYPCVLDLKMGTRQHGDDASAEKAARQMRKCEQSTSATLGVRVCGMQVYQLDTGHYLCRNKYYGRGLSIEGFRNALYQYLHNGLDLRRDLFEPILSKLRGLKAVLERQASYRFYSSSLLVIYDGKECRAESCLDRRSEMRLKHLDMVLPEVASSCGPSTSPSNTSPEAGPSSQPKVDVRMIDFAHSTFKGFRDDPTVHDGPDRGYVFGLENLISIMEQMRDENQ
#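 ADP-Glo luminescence measures ADP made by human IP6K1 during a 2 h RT reaction with ATP/IP6 (mix at 1.3 mM/130 uM); top library doses 57.5 and 19.1 uM final.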
# SNCA viab count: GF-AFC viability counterscreen for inhibitors of alpha-synuclein gene (SNCA) expression; hit rate 0.12% among 150,000; HEK-293-SNCA-luc viability, GF-AFC fluorescence, 24 h; AID 1671193, 2021; Potency, µM (titrated, usually from 57.1 µM), without a hit: top-dose activity change, negative = cytotoxicity, hits mostly cytotoxic;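 further: potency means the concentration at half of the fitted maximal effect; 0% = DMSO-treated cells and -100% = medium-only wells without cells; nearly all actives have a fitted effect of over 30% in size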
#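 HEK-293-SNCA-luc cells (1500/well) plated 24 h, then exposed 24 h to a dilution series; GF-AFC added 30 min at 37C, fluorescence 405/540 nm; normalised to medium-only and DMSO wells, Hill fit.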
# Active calls of the source: *; i = inactive; ? = inconclusive; nt = not tested or not shown; [ ] = dose if it differs, or a comment. Unless noted, the call rests on the fitted dose curve; in most records, active means well fitted curve in the direction sought with a large enough effect; inconclusive means small, poorly fitted or top-dose-only effect, or another doubt; inactive means no such curve, though single readings can be large; an effect the other way counts as inactive or inconclusive. Unless noted, on the % scale 0 is the no-effect control and ±100 the full control effect.
1. COc1ccc(-c2nc3c(c(=O)[nH]2)CCN(C(=O)c2ccccc2OC(F)(F)F)C3)cc1
2. COc1nc2nc(CC3CC3)n(C)c2cc1-c1ccc(N2CCOCC2)cc1
3. Cc1noc(-c2ccc(C(C)(C)C)cc2)c1C(=O)NCc1cc(F)cc(F)c1
4. Cc1nc2ccc(S(=O)(=O)NC(C(=O)NCc3ccc(Cl)cc3)C(C)C)cc2s1 (stereo not given)
5. CS(=O)(=O)N1CCC2(CC1)CC(CC(=O)NCCCn1cccn1)CCO2 (stereo not given)
6. CC(C(=O)Nc1ccc(OC(F)(F)F)cc1)N1Cc2ccccc2C1=O (stereo not given)
7. COc1cccc(-c2ncc3c(n2)OCCN(CC2CC2)C3=O)c1OC
8. COc1cccc(C(=O)NCC2CCCN(Cc3nc4ccccc4[nH]3)C2)c1OC (stereo not given)
9. COc1cccc(-c2nc(SCc3ccc(C)cc3)n3[nH]c(=O)cc3n2)c1
10. CC(CCCC(C)(C)O)n1cnc(-c2ccccc2)c1-c1ccc(CO)o1 (stereo not given)

Screen / compound no.	1	2	3	4	5	6	7	8	9	10
GPT2 inh	i	-13%[88.5 µM]	5%	nt	i	nt	-9%[88.5 µM]	-2%	nt	-29%
3T3 cytotox	?	?	-23%	nt	-1%	nt	89µM*	-24%	nt	-2%
SNCA expr inh	9%	58%[activator][87.6 µM]	4%	3%	-4%	20%	21%[87.6 µM]	-8%	32%[activator]	14%
FLuc inh	10%	1%[172 µM]	1%	nt	-2%	nt	-11%[172 µM]	-2%	nt	6%
HEK cytotox	-24%	?	?	nt	7%	nt	-27%[172 µM]	-19%	nt	0%
IP6K1 inhibitor	2	6	3	13	12	-11	9	3	31	34
SNCA viab count	5%	-1%[87.6 µM]	5%	1%	18%	15%	4%[87.6 µM]	-1%	9%	2%

11. COc1ccc(NC(=O)CCCn2c(=O)c3cccn3c3cccnc32)cc1Cl
12. Cc1csc(Nc2ccc3c(n2)CN(Cc2ccccc2C)C(=O)CO3)n1
13. Cc1nnc(CN(C)c2ccc(-c3nc(-c4cccc(Cl)c4)no3)cn2)o1
14. O=c1c2c(CO)c(-c3ccccc3)nn2ccn1Cc1cccc(F)c1
15. CCCCNc1ncc(C(=O)O)c(COC)n1
16. Cc1noc([C@@H]2CN(Cc3ccccc3C)C[C@H]2CO)n1
17. CCc1nc(-c2c3n(c(=O)n(CC(=O)OC)c2=O)CCCC3)no1
18. CCOc1ccccc1C1NC(=O)N(CC(=O)Nc2ccc(CC)cc2)C2=C1C(=O)OC2 (stereo not given)
19. COc1cc(OC)cc(-n2nnc(-c3nc(-c4ccccc4Cl)no3)c2N)c1
20. CC1Cc2cc(C(=O)N3CCC4(CCC(=O)N(C)C4)CC3)ccc2O1 (stereo not given)

Screen / compound no.	11	12	13	14	15	16	17	18	19	20
GPT2 inh	nt	2%[88.5 µM]	?	0%	i	i	-17%	i	nt	i
3T3 cytotox	nt	25µM*	?	-10%	-3%	-9%	i	?	nt	0%
SNCA expr inh	10%	?	57%[activator]	36%[activator]	-23%	1%	1%	?	26%	1%
FLuc inh	nt	-17%[172 µM]	1.1µM*	-5%	-1%	6%	1%	-14%	nt	8%
HEK cytotox	nt	25µM*	?	11%	-4%	-16%	-3%	?	nt	i
IP6K1 inhibitor	15	-2	-3	1	-6	-9	14	-8	4	-2
SNCA viab count	4%	?	-4%	8%	7%	-8%	9%	8%	12%	2%

21. COC(=O)C1=C(C)N(Cc2cc(F)cc(F)c2)C(=O)CC1c1ccccc1Cl (stereo not given)
22. CC1(C(=O)N2CCCC2)CCCc2cnc(Nc3ccccc3)nc21 (stereo not given)
23. COC(=O)[C@H](NC(=O)C1=C[C@@H](NC(=O)c2ccc(SC)cc2OC)[C@@H](O)[C@H](O)C1)C(C)C
24. COCC(=O)N[C@@H]1CN(Cc2ccc(C)cn2)C[C@H]1CO
25. CC(C)c1cc2c(c(O)c1O)[C@@]13CCCC(C)(C)[C@@H]1[C@H](OC3=O)C2=O
26. O=C(NCCNC(=O)c1ccc(-c2cncnc2)cc1)c1ccccc1
27. Cc1ccc(-c2ccc3nnc(CNC(=O)c4cc(Cl)ccc4F)n3n2)cc1
28. CCN(CC)CC(C)NC(C)C (stereo not given)
29. COC1C(=O)N(C2CCN(C(=O)c3sc(C)nc3C)CC2)C12CCOCC2 (stereo not given)
30. CCCCOc1ccc(C(=O)N(Cc2ccco2)Cc2ccco2)cc1

Screen / compound no.	21	22	23	24	25	26	27	28	29	30
GPT2 inh	-8%	i	-3%	i	i	nt	i	-6%[88.5 µM]	4%	nt
3T3 cytotox	-25%	-24%[138 µM]	-5%	-6%	nt	-2%	?	i	0%	nt
SNCA expr inh	2%	-13%[87.6 µM]	-3%	-7%	nt	nt	-9%	8%[87.6 µM]	14%	10%
FLuc inh	1%	3%[172 µM]	5%	-3%	nt	nt	1%	nt	2%	nt
HEK cytotox	?	?	i	-9%	nt	0%	?	i	0%	nt
IP6K1 inhibitor	-13	9	-10	2	5	7	-1	3	-5	-21
SNCA viab count	2%	-19%[87.6 µM]	5%	-5%	10%	nt	-8%	1%[87.6 µM]	7%	3%

31. Cc1ccccc1CNC(=O)C1CCCN(Cc2cccnc2)CCC(=O)NCC1 (stereo not given)
32. COc1ccc(C(=O)N2CCC3(CC2)OC(=O)N(Cc2ccc(O)cc2)C3(C)c2ccccc2)cn1 (stereo not given)
33. CCOc1ccccc1NC(=O)CCc1c(C)nc2c3cccnc3nn2c1C
34. CC(C)(C)C(=O)N1CCN(C(=O)c2nc3cccnc3n(Cc3ccccc3)c2=O)CC1
35. CCN(C(=O)c1cn(C)c(=O)c2ccccc12)c1cccc(C)c1
36. COc1ccc(C)cc1NC(=O)N1CCCC2(C1)Nc1cccnc1NC2=NC1CCCC1 (stereo not given)
37. CCC(=O)N(C1CCOCC1)C1CCN(Cc2cc(F)c(F)c(F)c2)CC1
38. CN(C(=O)[C@@H]1CCCN1c1ccnc2ccnn12)c1ccccc1
39. c1ccc(CN2CCNc3cnc(Nc4ccncn4)cc3C2)cc1
40. COc1ccc(Cl)cc1C(=O)N1C[C@@H](CO)[C@H](c2nc(C)no2)C1

Screen / compound no.	31	32	33	34	35	36	37	38	39	40
GPT2 inh	-3%	-3%	nt	3%	nt	-11%	0%	nt	?	i
3T3 cytotox	-15%	?	nt	-7%	nt	?	-6%	?	?	-13%
SNCA expr inh	-14%	3%	8%	9%	-10%	?	18%	nt	-4%[87.6 µM]	-4%
FLuc inh	4%	-2%	nt	nt	nt	-8%	-2%	nt	-1%[172 µM]	-11%
HEK cytotox	-7%	?	nt	-12%	nt	?	-7%	?	?	-1%
IP6K1 inhibitor	6	4	7	0	-2	4	2	-12	-23	-13
SNCA viab count	-10%	1%	-5%	0%[12.5 µM]	?	?	2%	nt	1%[87.6 µM]	9%

41. CCOC(=O)CSc1nc2cc3c(cc2c(=O)n1CCCC(=O)NCc1ccc2c(c1)OCO2)OCO3
42. CC(=O)Nc1ccccc1-c1c(C)nn2c1N(C(=O)Cc1cccc(Cl)c1)CCC2
43. Cc1noc([C@@H]2CN(C3CCCCCC3)C[C@H]2CO)n1
44. COC(=O)C1=C(C)N=C2SC=C(CC(=O)NCC3CCCO3)N2C1c1ccccc1OC (stereo not given)
45. O=C(c1ccc2nc(-c3ccc(F)cc3)cn2c1)N1CCSCC1
46. CCn1nc2n(c1=O)CCN(Cc1cc(C)ccc1C)C2=O
47. COCC1CN(S(=O)(=O)c2ccc(C)c(F)c2)CC12CCNCC2 (stereo not given)
48. COc1ccc(C(=O)N2CCN(c3cc(C(F)(F)F)ncn3)CC2)cc1F
49. O=C(Nc1ccc(-c2nnc3n2CCCC3)cc1)c1ccccc1
50. O=C(Nc1cc(Cl)cc(Cl)c1)c1ccc(F)c(S(=O)(=O)N2CCCCCC2)c1

Screen / compound no.	41	42	43	44	45	46	47	48	49	50
GPT2 inh	nt	-14%[88.5 µM]	1%	?	i	5%	?	3%	?	nt
3T3 cytotox	nt	?	1%	?	-3%	-17%	-26%	?	-29%	nt
SNCA expr inh	-9%	5%[87.6 µM]	11%	19%	83%[activator]	-7%	0%	11%	89%[activator]	30%[activator]
FLuc inh	nt	1%[172 µM]	-6%	-8%	-30%	-12%	-14%	-6%	-24%	nt
HEK cytotox	nt	-5%[172 µM]	i	?	?	0%	-7%	?	-13%	nt
IP6K1 inhibitor	31	13	-5	11	21	-5	7	3	-9	33
SNCA viab count	2%	-7%[87.6 µM]	-18%	7%	-2%	-1%	-17%	3%	-7%	9%

# One compound at a time (already shown). Values in the order: GPT2 inh	3T3 cytotox	SNCA expr inh	FLuc inh	HEK cytotox	IP6K1 inhibitor	SNCA viab count
# O=C(Nc1ccc(-c2nnc3n2CCCC3)cc1)c1ccccc1 is listed as ?	-29%	89%[activator]	-24%	-13%	-9	-7%
# CC(=O)Nc1ccccc1-c1c(C)nn2c1N(C(=O)Cc1cccc(Cl)c1)CCC2 is listed as -14%[88.5 µM]	?	5%[87.6 µM]	1%[172 µM]	-5%[172 µM]	13	-7%[87.6 µM]
# COCC1CN(S(=O)(=O)c2ccc(C)c(F)c2)CC12CCNCC2 (stereo not given) is listed as ?	-26%	0%	-14%	-7%	7	-17%
# CCOC(=O)CSc1nc2cc3c(cc2c(=O)n1CCCC(=O)NCc1ccc2c(c1)OCO2)OCO3 is listed as nt	nt	-9%	nt	nt	31	2%
# COc1ccc(C(=O)N2CCN(c3cc(C(F)(F)F)ncn3)CC2)cc1F is listed as 3%	?	11%	-6%	?	3	3%

# Other records.
51. COc1cc2c(cc1NC(C)=O)C(c1ccc(Oc3ccccc3)nc1)CC(=O)N2 (stereo not given)
52. CC(C)N1CCC(CCN2C(=O)[C@H]3CN(S(=O)(=O)c4cn(C)cn4)C[C@H]3C2=O)CC1
53. CN(CC1CCOC1)C(=O)Nc1ccccc1 (stereo not given)
54. CCc1ccc(S(=O)(=O)c2nnn3c2nc(N2CCC(C)CC2)c2cc(Cl)ccc23)cc1

Screen / compound no.	51	52	53	54
GPT2 inh	i	i	i	nt
3T3 cytotox	-29%	i	i	nt
SNCA expr inh	-9%	-14%	?	-24%
FLuc inh	4%	7%	5%	nt
HEK cytotox	-26%	-1%	1%	nt
IP6K1 inhibitor	3	-1	5	45
SNCA viab count	0%	7%	-5%	3%

# Screening data deposited in PubChem by National Center for Advancing Translational Sciences (NCATS).

# This is a subset, so the mix of outcomes need not match the whole.
